# CCT modulator: changes cytosolic chaperonin activity; purified chaperonin ATPase assay, HTRF ADP detection, 30 min; activity change, % (no concentration beside the values), hits read low; 360,000 compounds, 0.3% hits; AID 651819; in the data active = activity change below about -30%; note: % is set by controls: 0 for no effect and ±100 for the full control effect
#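 We incubate TRiC, 40 or 20 nM final, with library compounds at 76 uM and 10 uM ATP for 30 min at 37 °C. ADP formed is detected with Transcreener HTRF reagents after 30 min at room temperature.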
# EPAC1 ag: agonists of human EPAC1; EPAC1 agonist qHTS, biochemical assay; response scale: 100% = response to 6.5 mM cAMP; AID 720707; O95398; Potency, µM (series often up to 154 µM), without a hit: top-dose activation, hits mostly activators; 360,000 compounds, 0.073% hits; note: potency is the fitted concentration of half-maximal effect; nearly all actives have a fitted effect of over 60% in size
#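 Multi-concentration qHTS readout: loss of Rap1B-bound BODIPY-GDP fluorescence driven by 100 nM EPAC1 with excess GDP (50 uM), monitored kinetically at room temperature; agonist response expressed relative to 6.5 mM cAMP.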
# PLK1 PBD block: inhibitors of human PLK1 polo-box domain binding; Potency, µM, for the others: max response, negative = inhibition, hits mostly inhibitors; Plk1 PBD binding of FITC phosphopeptide, fluorescence polarization; 360,000 compounds, 2.8% hits; AID 720504; note: potency is the fitted concentration of half-maximal effect; series mostly up to about 57 µM; % is set by controls: 0 for no effect and ±100 for the full control effect; nearly all actives have a fitted effect of over 65% in size
# EPAC2 agonist: agonists of human EPAC2 (RAPGEF4). AID 720711. 360,000 compounds, 0.079% hits. Potency, µM (doses to about 154 µM), for inactives: at the highest dose activation, actives largely listed as activators. EPAC2 activation, biochemical qHTS; response scale: 100% = 6.5 mM cAMP response. Q8WZA2; note: potency is the fitted concentration of half-maximal effect; nearly all actives have a fitted effect of over 50% in size
# Target sequence (Q8WZA2 whole entry, looked up): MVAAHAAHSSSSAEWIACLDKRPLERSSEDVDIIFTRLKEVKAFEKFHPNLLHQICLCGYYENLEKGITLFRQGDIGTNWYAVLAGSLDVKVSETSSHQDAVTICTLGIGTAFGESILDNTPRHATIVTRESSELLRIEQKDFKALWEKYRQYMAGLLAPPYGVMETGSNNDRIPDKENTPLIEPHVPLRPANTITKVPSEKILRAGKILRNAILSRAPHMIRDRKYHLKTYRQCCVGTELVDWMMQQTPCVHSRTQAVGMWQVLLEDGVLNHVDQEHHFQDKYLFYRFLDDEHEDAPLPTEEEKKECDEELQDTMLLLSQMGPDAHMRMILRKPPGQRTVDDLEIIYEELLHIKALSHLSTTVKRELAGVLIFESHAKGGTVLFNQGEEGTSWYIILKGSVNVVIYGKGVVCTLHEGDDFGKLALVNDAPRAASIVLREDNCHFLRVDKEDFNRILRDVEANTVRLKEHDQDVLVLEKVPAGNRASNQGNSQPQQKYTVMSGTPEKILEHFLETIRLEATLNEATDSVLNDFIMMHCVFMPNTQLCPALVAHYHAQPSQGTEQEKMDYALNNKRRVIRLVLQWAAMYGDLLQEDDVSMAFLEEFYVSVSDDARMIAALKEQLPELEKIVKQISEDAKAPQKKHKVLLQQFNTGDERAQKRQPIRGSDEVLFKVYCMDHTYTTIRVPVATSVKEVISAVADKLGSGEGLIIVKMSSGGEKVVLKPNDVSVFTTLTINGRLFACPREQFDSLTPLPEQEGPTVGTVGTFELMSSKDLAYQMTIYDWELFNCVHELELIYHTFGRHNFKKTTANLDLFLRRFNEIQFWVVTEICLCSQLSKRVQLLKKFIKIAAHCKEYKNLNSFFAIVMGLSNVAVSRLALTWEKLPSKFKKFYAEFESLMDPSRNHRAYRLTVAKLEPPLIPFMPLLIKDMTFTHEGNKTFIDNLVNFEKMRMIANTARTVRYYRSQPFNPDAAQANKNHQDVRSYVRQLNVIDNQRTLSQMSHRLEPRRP
#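 Readout is BODIPY fluorescence (480 nm excitation, 540 nm emission), which falls as labeled GDP is exchanged off Rap1B. EPAC2 at 100 nM acted on 250 nM RAP1B-BODIPY-GDP with 50 uM GDP present.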
# EPAC1 antagonist: blocks human EPAC1 exchange factor; EPAC1 GEF assay, Rap1b-BODIPY-GDP exchange fluorescence; AID 720709; Potency, µM (top dose mostly 115 µM), for inactives: at the top dose activity change, negative = inhibition, hits mostly inhibitors; 360,000 compounds, 0.14% hits;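 note: potency is the fitted concentration of half-maximal effect; plate controls were vehicle for no effect and positive control for full effect; nearly all actives have a fitted effect of over 50% in size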
# IL2 activator: activates IL-2 in a cell-based reporter assay | IL-2 activation reporter assay, cell-based qHTS; stimulated with anti-CD3/CD4/CD28 beads; in transgenic mouse T cells | activation, % (series mostly up to about 46 µM) | 360,000 compounds, 0.065% hits; in the data active = activation above about 50%; inconclusive = mostly about 30% to 49%; note: 0% is about no effect
#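 Readout is EGFP and DsRed signal by fluorescent plate cytometry after 18 h at 37 degrees C. Transgenic mouse T cells (750/well) received compound for 60 min before bead stimulation (anti-CD3, anti-CD4, anti-CD28); memory T cells served as non-tolerant control.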
# PI5P4Ka inh: blocks human PI5P4K alpha kinase activity. P48426. PI5P4Kalpha enzyme, ADP-Glo luminescence, 60 min; stronger effect = lower value. max response, %. 330,000 compounds, 1.2% hits. AID 652105; active = max response of -50% or lower; inconclusive = between -30% and -50%; inactive = -30% or higher; note: value at the top dose of about 77 µM; % is set by controls: 0 for no effect and ±100 for the full control effect
#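 Compounds were pin-transferred onto PI5P4Kalpha and substrate in HEPES pH 7.4 buffer with EGTA, CHAPS and 5% DMSO. ATP (5 microM final) started the reaction, which ran 60 minutes at room temperature before ADP-Glo detection.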
# WRN inhibitor: blocks human WRN helicase. AID 651768. 360,000 compounds, 0.46% hits. Potency, µM (top dose mostly 114 µM), for inactives: at the highest dose activity change, negative = inhibition, actives largely listed as inhibitors. Q14191. WRN helicase unwinding, fluorescent forked duplex, kinetic; note: potency is the fitted concentration of half-maximal effect; % is set by controls: 0 for no effect and ±100 for the full control effect; nearly all actives have a fitted effect of over 55% in size
#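 WRN at 20 nM final was preincubated with compound for 15 min at room temperature; reaction started with 100 nM forked duplex oligonucleotide carrying fluorophore and quencher plus 2 mM ATP (final). Unwinding followed kinetically by red fluorescence (ex 525/em 598 nm).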
# An asterisk follows results filed as active; ? = inconclusive; nt = no result given; [ ] = another dose, or the depositor's remark. Unless noted, calls come from the whole dose curve; as a rule, active = well fitted curve in the direction sought with a large enough effect; inconclusive = small, poorly fitted or top-dose-only effect, or another doubt; inactive = no such curve, though single readings can be large; an effect the other way counts as inactive or inconclusive.
# Each structure is followed by: CCT modulator | EPAC1 ag | PLK1 PBD block | EPAC2 agonist | EPAC1 antagonist | IL2 activator | PI5P4Ka inh | WRN inhibitor
1. Cc1ccc(C(=O)NCCc2nnc3ccc(SCC(=O)Nc4c(C)cc(C)cc4C)nn23)cc1
  0.2 | 0% | -9% | -8% | 11% | -2.9 | 2 | 5%
2. Cc1cc(C)cc(N2CCCn3c2nc2c3c(=O)n(CC(=O)OCc3ccccc3)c(=O)n2C)c1
  -5.3 | 9% | -7% | 12% | 4% | -0.7 | nt | 6%
3. Cc1ccc2nc(-c3cccc(Cl)c3)c(Cc3ccccc3)n2c1
  -1.9 | 9% | -5% | 11% | -15% | 0.2 | 4 | -3%
4. O=CC(=O)c1ccccc1
  -1.4 | -21% | -8% | 8% | -13% | 0.6 | -9 | 6%
5. COc1ccc(-n2ncc3c(N4CCC(C)CC4)ncnc32)cc1
  -7.8 | 10% | -10% | 24% | -16% | -0.9 | 8 | -3%
6. Cc1ccccc1NS(=O)(=O)c1cc(C(N)=O)ccc1C
  0.8 | -2% | 2% | 4% | 8% | -1.4 | nt | -4%
7. Cc1ccc(-c2nc(N)n(S(C)(=O)=O)n2)cc1
  1.9 | -5% | -3% | -1% | 17% | 0.8 | 8 | -16%
8. CNC(=O)/C(C#N)=C1\SC(Cc2ccc(F)cc2)C(=O)N1c1ccccc1C (stereo not drawn)
  1.4 | -6% | -2% | 4% | 8% | 0.0 | 2 | 2%
9. Cc1cc(C)nc(SCC(=O)N2CCC(C(N)=O)CC2)n1
  -0.8 | -4% | 0% | 2% | 11% | -1.8 | nt | 3%
10. Cc1cccc(-c2ncc(CN3CCCC(CO)(Cc4cccc(Cl)c4)C3)cn2)c1 (stereo not drawn)
  0.5 | 2% | 4% | 1% | -20% | 0.8 | 19 | -7%
11. O=C(CCCc1nc(-c2ccccc2Cl)no1)N1CCOCC1
  1.0 | -7% | -2% | 10% | 19% | -0.8 | 0 | 11%
12. COc1ccc(CNC(=O)C(=O)NCCC2CCCCN2S(=O)(=O)c2ccccc2)cc1 (stereo not drawn)
  1.1 | -2% | -3% | 5% | 8% | -0.1 | 4 | -12%
13. CN1c2ccccc2Oc2nnc(Cl)cc21
  0.2 | 9% | -18% | -4% | -17% | -2.3 | -14 | -35%[57.1 µM]
14. O=C(O)CCCN1C(=O)C2C3c4ccccc4C(c4ccccc43)[C@@H]2C1=O (stereo partly drawn)
  -2.5 | 16% | -13% | 4% | 2% | -0.3 | -3 | 6%
15. O=C(CCc1nc(-c2ccc(F)cc2)no1)Nc1cccc(C(=O)NC2CC2)c1
  -1.0 | 9% | -6% | -1% | 2% | 0.0 | 3 | 1%
16. COc1cccc(C2(c3cccc(OC)c3)CC2C(=O)Nc2ccc(F)cc2)c1 (stereo not drawn)
  -0.6 | -5% | -3% | 17% | -15% | -2.9 | 16 | 1%
17. COc1cccc(C(=O)Nc2cccc3ccccc23)c1OC
  1.1 | 5% | 6% | 9% | -17% | -4.0 | 8 | 1%
18. NC(=O)c1ccc(NC(=O)CSc2nnc(-c3ccccn3)n2N)cc1
  -2.5 | 10% | -6% | 2% | -25% | 1.1 | 1 | -5%
19. CC(C)c1cc(-c2cc(-c3ccc(Cl)cc3)on2)nc(NC2CCCC2)n1
  -0.5 | -4% | -13% | 14% | -9% | 0.4 | 5 | 1%
20. CN(c1ccc(OCC(=O)OCC(=O)Nc2ccccc2)cc1)S(=O)(=O)c1cccs1
  -0.4 | 14% | -10% | 21% | ? | -1.7 | -11 | -10%

# Arranged by length of the SMILES (high to low): some entries from above
# Each structure is followed by: CCT modulator | EPAC1 ag | PLK1 PBD block | EPAC2 agonist | EPAC1 antagonist | IL2 activator | PI5P4Ka inh | WRN inhibitor
2. Cc1cc(C)cc(N2CCCn3c2nc2c3c(=O)n(CC(=O)OCc3ccccc3)c(=O)n2C)c1
  -5.3 | 9% | -7% | 12% | 4% | -0.7 | nt | 6%
1. Cc1ccc(C(=O)NCCc2nnc3ccc(SCC(=O)Nc4c(C)cc(C)cc4C)nn23)cc1
  0.2 | 0% | -9% | -8% | 11% | -2.9 | 2 | 5%
20. CN(c1ccc(OCC(=O)OCC(=O)Nc2ccccc2)cc1)S(=O)(=O)c1cccs1
  -0.4 | 14% | -10% | 21% | ? | -1.7 | -11 | -10%
12. COc1ccc(CNC(=O)C(=O)NCCC2CCCCN2S(=O)(=O)c2ccccc2)cc1 (stereo not drawn)
  1.1 | -2% | -3% | 5% | 8% | -0.1 | 4 | -12%
8. CNC(=O)/C(C#N)=C1\SC(Cc2ccc(F)cc2)C(=O)N1c1ccccc1C (stereo not drawn)
  1.4 | -6% | -2% | 4% | 8% | 0.0 | 2 | 2%
19. CC(C)c1cc(-c2cc(-c3ccc(Cl)cc3)on2)nc(NC2CCCC2)n1
  -0.5 | -4% | -13% | 14% | -9% | 0.4 | 5 | 1%
18. NC(=O)c1ccc(NC(=O)CSc2nnc(-c3ccccn3)n2N)cc1
  -2.5 | 10% | -6% | 2% | -25% | 1.1 | 1 | -5%
5. COc1ccc(-n2ncc3c(N4CCC(C)CC4)ncnc32)cc1
  -7.8 | 10% | -10% | 24% | -16% | -0.9 | 8 | -3%
9. Cc1cc(C)nc(SCC(=O)N2CCC(C(N)=O)CC2)n1
  -0.8 | -4% | 0% | 2% | 11% | -1.8 | nt | 3%
6. Cc1ccccc1NS(=O)(=O)c1cc(C(N)=O)ccc1C
  0.8 | -2% | 2% | 4% | 8% | -1.4 | nt | -4%
17. COc1cccc(C(=O)Nc2cccc3ccccc23)c1OC
  1.1 | 5% | 6% | 9% | -17% | -4.0 | 8 | 1%
13. CN1c2ccccc2Oc2nnc(Cl)cc21
  0.2 | 9% | -18% | -4% | -17% | -2.3 | -14 | -35%[57.1 µM]
4. O=CC(=O)c1ccccc1
  -1.4 | -21% | -8% | 8% | -13% | 0.6 | -9 | 6%

# Additional records:
# Each structure is followed by: CCT modulator | EPAC1 ag | PLK1 PBD block | EPAC2 agonist | EPAC1 antagonist | IL2 activator | PI5P4Ka inh | WRN inhibitor
21. COC(=O)C1=C(C)N(c2ccc(S(N)(=O)=O)cc2)C(=O)C1
  -0.5 | 12% | -5% | -1%[15.6 µM] | -2% | -0.3 | 3 | 4%
22. Cc1cccc(-n2ncc(C#N)c2-n2cccc2)c1
  -5.5 | 7% | -1% | 7% | 3% | -0.4 | nt | -13%
23. CCCn1c(SCC(=O)N2c3ccccc3CCc3ccccc32)nc2c1c(=O)n(C)c(=O)n2C
  -6.6 | -6% | 0% | 0% | 1% | -0.8 | -2 | -2%
24. CCC(Sc1ccc2nnc(-c3ccc(OC)c(OC)c3)n2n1)C(=O)O (stereo not drawn)
  -0.1 | -2% | -10% | -11% | 4% | 0.2 | nt | -9%
25. COc1ccc(OC)c(C(c2nnnn2CC2CCCO2)N2CCN(C3CCCC3)CC2)c1 (stereo not drawn)
  -1.8 | -9% | -11% | 7% | -7% | -0.2 | -1 | -6%
26. O=C(COC(=O)c1ccccc1Br)NC1CCCC1
  0.4 | 5% | -3% | 2% | -8% | 0.7 | 4 | 3%
27. Cc1ccc(NC(=O)Cn2c(O)c(N=NC(N)=S)c3ccccc32)cc1
  1.0 | 3% | -11% | 4% | -2% | -0.7 | -6 | 12%
28. CCC(c1nnnn1-c1c(C)cccc1C)N1CCCN(Cc2ccc(F)cc2)CC1 (stereo not drawn)
  -0.1 | -1% | -1% | 11% | 0% | -0.2 | 8 | -2%
29. CC(=O)N1CCC(=NNc2ccnc3cc(Cl)ccc23)CC1
  1.9 | -7% | -7% | -2% | -14% | -2.4 | -3 | -9%
30. COc1ccc(C)cc1NC(=O)c1cnc2scc(C)n2c1=O
  0.8 | -11% | -17% | 9% | 0% | 0.5 | 2 | -6%
31. O=C(c1cc2ccccc2o1)n1nnc2ccccc21
  2.4 | 1% | -6% | -2% | 14% | -0.2 | 3 | 4%
32. COC(=O)c1ccc(Nc2cc(C)nc3ccc(C)cc23)cc1
  -39* | -2% | -9% | 14% | -19% | -1.0 | 7 | -23%
33. Cc1ccc(S(=O)(=O)N2CCC(C(N)=O)CC2)cc1C(=O)NC1CCCCC1
  -2.6 | 4% | -3% | 10% | -17% | 1.7 | 1 | -9%
34. O=C(CSc1nc2ccc(Cl)cc2[nH]1)Nc1ccc2[nH]c(=O)[nH]c2c1
  1.2 | -3% | ? | -3% | ? | -0.6 | -24 | -19%
35. O=C(c1ccccc1)N1CCN(c2ccc(Cl)cc2)CC1
  -2.8 | -3% | -4% | 7% | 0% | -2.0 | nt | -5%
36. CC(=O)c1ccc(NC(=O)CN2CCN(CC(=O)Nc3ccc(C(C)=O)cc3)CC2)cc1
  2.3 | 4% | -2% | 11% | 4% | 0.4 | 3 | 5%
37. COc1ccc(C2=NOC(C(=O)NCc3cccnc3)C2)cc1OC (stereo not drawn)
  -0.4 | 4% | -19% | 12% | 1% | 0.3 | 3 | 20%
38. COc1ccc(S(=O)(=O)N(C)CC(=O)N2CCOCC2)cc1
  -1.6 | 3% | -3% | 1% | -4% | -4.6 | nt | -16%[57.1 µM]
39. O=C(COC(=O)CCC(=O)c1cccs1)NCc1ccco1
  -1.3 | 2% | ? | 9% | -12% | 0.0 | -63* | ?
40. Cn1cnnc1Sc1cc(N2CCN(S(=O)(=O)c3ccc4ccccc4c3)CC2)ccc1[N+](=O)[O-]
  1.7 | 16% | -16% | 14% | -13% | 0.4 | 2 | -1%
41. O=C(c1ccc(Br)s1)N1CCCC1
  0.2 | -6% | -6% | 2% | 16% | -1.0 | nt | 7%
42. CC(NC(=O)Nc1ncccn1)(C(F)(F)F)C(F)(F)F
  1.0 | 8% | -3% | 4% | -8% | 1.5 | 2 | -3%
43. Cc1noc(C)c1C(=O)N1CCC1(C)C(=O)NS(=O)(=O)c1ccccc1Cl (stereo not drawn)
  -0.3 | 6% | 4% | 1% | -11% | 0.4 | -6 | 11%
44. O=[N+]([O-])c1ccc2[nH]ccc2c1
  nt | 5%[76.9 µM] | nt | 0% | 7%[57.5 µM] | -0.2 | -4 | 0%
45. COc1cc(NC(=O)Cc2c(C(=O)O)n(C)c3ccccc23)cc(OC)c1OC
  0.0 | 3% | 0% | 8% | 5% | 0.0 | -3 | -5%
46. O=C(/C=C/Sc1ccccc1)c1ccc(Cl)cc1
  0.0 | -2% | -16% | 3% | 20% | -3.7 | nt | -23%
47. COc1ccc(-c2c(=O)n(OC)c3ccccc3[n+]2[O-])cc1OC
  -1.2 | 4% | ? | 15% | -27% | -0.7 | -5 | -6%

# The list is partial. The share of hits here may be higher or lower than overall.
